SUMO1 PPI mod = modulators of human SUMO1-mediated protein-protein interactions. 360,000 compounds, 0.33% hits. SUMO1 binding to a labelled peptide, TR-FRET, 1 h. inhibition, % at 20 µM; in the data active = inhibition above about 37%
MsrA inhibitor = bovine MsrA inhibition | purified bovine MsrA, absorbance read-out | inhibition, % at 15.5 µM | 360,000 compounds, 0.75% hits | AID 651718; in the data active = inhibition above about 4.5%;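 also: 0% = vehicle wells with enzyme and 100% = reference inhibitor wells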
Scp-1 inhibitor = blocks human Scp-1 phosphatase activity | Recombinant Scp1, phosphopeptide, malachite green phosphate absorbance | inhibition, % at 20 µM | 340,000 compounds, 0.88% hits | AID 493091;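 active = inhibition above about 50% at 20 µM, limit read from the data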;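 also: plate controls were DMSO wells with enzyme for no effect and wells lacking enzyme for full effect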
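Material – SCP-1 phosphatase catalytic domain, residues 76-261 · Buffer or medium – Acidic Tris acetate buffer with magnesium and detergent · Also added – Phospho 17-mer peptide substrate · Compound – single 20 µM dose, 1% DMSO · Times – 45 min room-temperature reaction, 5 min colour, 30 min stabiliser · Technique – Phosphate-binding colour reagent, absorbance read at 630 nm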
STEP inh = blocks human striatal-enriched tyrosine phosphatase; P54829; recombinant STEP, OMFP fluorogenic substrate, fluorescence; inhibition, % at 20 µM; 360,000 compounds, 0.25% hits;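 active = inhibition at 20 µM, scaled per plate between control wells, above about 37%, limit read from the data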;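 also: 0% = DMSO with enzyme and substrate and 100% = substrate only without enzyme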
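Material: STEP (striatal-enriched tyrosine phosphatase) enzyme, cell-free | Medium: 50 mM Bis-Tris pH 6.0 with 2.5 mM DTT and 0.005% Tween 20 | Read-out: Percent inhibition scaled to no-enzyme and uninhibited-enzyme controls, plate-pattern corrected | Signal: Fluorescence read at 480 nm ex / 540 nm em | Times: 20 min reaction, room temperature, in the dark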
DNMT1 block = inhibitors of human DNMT1. P26358. DNMT1 molecular beacon, Hinp1I cleavage, fluorescence. inhibition (reported as % activation of signal), % at 10 µM. 360,000 compounds, 0.83% hits; in the data active = inhibition above about 50%
Target sequence (P26358 504-1616 limits assumed): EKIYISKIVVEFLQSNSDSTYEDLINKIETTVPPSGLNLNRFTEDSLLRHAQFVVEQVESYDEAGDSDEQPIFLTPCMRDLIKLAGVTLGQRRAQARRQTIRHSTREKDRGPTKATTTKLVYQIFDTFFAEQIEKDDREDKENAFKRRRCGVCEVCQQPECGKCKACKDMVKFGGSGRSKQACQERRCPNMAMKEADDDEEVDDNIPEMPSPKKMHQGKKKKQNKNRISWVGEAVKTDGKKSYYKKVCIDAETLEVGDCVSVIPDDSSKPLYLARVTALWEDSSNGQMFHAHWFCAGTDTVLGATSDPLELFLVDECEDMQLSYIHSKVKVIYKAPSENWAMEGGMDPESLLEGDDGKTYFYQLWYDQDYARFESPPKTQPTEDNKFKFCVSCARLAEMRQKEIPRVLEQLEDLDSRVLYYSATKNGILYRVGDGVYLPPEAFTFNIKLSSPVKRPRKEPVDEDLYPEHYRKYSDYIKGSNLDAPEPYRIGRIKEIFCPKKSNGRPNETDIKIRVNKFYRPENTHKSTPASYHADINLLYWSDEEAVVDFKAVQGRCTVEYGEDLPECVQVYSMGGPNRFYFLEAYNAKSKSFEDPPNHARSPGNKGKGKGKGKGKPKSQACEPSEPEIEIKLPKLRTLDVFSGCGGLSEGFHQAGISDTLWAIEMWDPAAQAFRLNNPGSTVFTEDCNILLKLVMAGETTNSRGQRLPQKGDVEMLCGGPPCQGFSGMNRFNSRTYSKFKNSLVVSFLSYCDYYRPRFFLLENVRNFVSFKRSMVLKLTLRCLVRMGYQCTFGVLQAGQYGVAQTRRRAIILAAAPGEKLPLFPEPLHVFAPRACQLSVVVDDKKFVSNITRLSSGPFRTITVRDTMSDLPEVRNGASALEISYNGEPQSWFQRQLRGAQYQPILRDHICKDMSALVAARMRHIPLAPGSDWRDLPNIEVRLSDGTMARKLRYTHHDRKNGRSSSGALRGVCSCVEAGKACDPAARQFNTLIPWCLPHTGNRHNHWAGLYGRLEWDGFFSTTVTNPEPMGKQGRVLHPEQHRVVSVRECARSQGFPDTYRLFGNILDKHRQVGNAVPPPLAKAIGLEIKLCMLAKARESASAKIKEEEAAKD
NRP1-CendR mod = modulators of CendR peptide binding to human neuropilin-1. inhibition, % at 25 µM. FAM-RPARPAR peptide binding to NRP-1, fluorescence polarization. 360,000 compounds, 0.85% hits. O14786;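 active = inhibition or corrected inhibition above about 18%, plus a signal ratio from 0.5 to 1.5, limit read from the data, passing the limit was not always enough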; also: strong numbers were not always called active
Tb MetRS inh = Trypanosoma brucei MetRS inhibition. AID 624268. purified T. brucei MetRS, ATP depletion, Kinase-Glo luminescence. inhibition, % at 11.9 µM. 360,000 compounds, 0.4% hits;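 active = inhibition above a per-plate cutoff of the control wells' mean inhibition plus 3 SD, cut at about 5.5% in these data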;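 also: 0% = DMSO wells median and 100% = median of wells with control inhibitor compound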
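Material: T. brucei methionyl-tRNA synthetase, purified; reagent: substrates ATP, L-methionine and bulk Escherichia coli tRNA; dosing: 11.9 µM single point; timing: 15 min plus 2 h at 25 °C; detection: luminescence of leftover ATP; evaluation: % inhibition; control set: DMSO-only wells as low control; replicates: singlicate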
eLon inh = inhibits E. coli Lon protease. P0A9M0. purified E. coli Lon protease, fluorescence polarization. inhibition, % at 7.94 µM. 360,000 compounds, 0.42% hits; in the data active = inhibition above about 13%, passing the limit was not always enough;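 also: 0% = enzyme with probe and DMSO and 100% = no enzyme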
LMPTP inh = LMPTP (human) inhibition. P24666. recombinant LMPTP-A, OMFP fluorogenic substrate, fluorescence intensity. inhibition, % at 20 µM. 360,000 compounds, 0.22% hits;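 active = compounds that cut the enzyme signal by at least half of the control window in the single-dose screen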;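 also: plate controls were DMSO wells with enzyme plus substrate for no effect and substrate without enzyme for full effect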
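Test system: LMPTP-A phosphatase enzyme; input: 0.625 nM LMPTP-A final; reagent: OMFP substrate, 400 µM final; compound dosing: 20 µM single dose, 3% DMSO; incubation: 50 min dark incubation at room temperature; measured by: endpoint fluorescence intensity from OMFP dephosphorylation; measure: % inhibition relative to no-enzyme and uninhibited control wells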
MsrA act = activates bovine MsrA enzyme. purified bovine MsrA, absorbance read-out. activation, % at 10.6 µM. 360,000 compounds, 0.3% hits. AID 602163; in the data active = activation above about 7.5%;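 also: 0% = vehicle and 100% = reference activator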
Starred values were filed as active, the others as inactive; · = no result given.

SMILES	SUMO1 PPI mod	MsrA inhibitor	Scp-1 inhibitor	STEP inh	DNMT1 block	NRP1-CendR mod	Tb MetRS inh	eLon inh	LMPTP inh	MsrA act
Cc1c(NC(=O)OCCNC(=O)Nc2ccccc2)sc(=S)n1C	-1	0.5	1	2	1	-12	1.5	-6	-0.5	-2
CCc1ccccc1NS(=O)(=O)c1ccc2c(c1)C(C)(C)C(=O)N2C	5	-1.0	-8	-2	-1	7	0.4	1	0.2	-1
COc1ccc(/C=C(\NC(=O)c2cccs2)C(=O)NN)cc1OC	-5	1.7	-9	-1	2	1	-0.5	-11	0.5	-2
CC(C)(C)CC(=O)NCCc1csc(-c2ccccc2)n1	-2	-1.0	-4	0	2	5	-1.1	4	0.3	-8
COc1ccc(C(C(=O)Nc2ccc(F)cc2)N2CCN(CC(=O)N3CCCC3)CC2)cc1 (centres undefined)	4	1.8	·	·	·	-3	-0.8	·	-1.9	·
COc1ccc(/C=N/NC(=O)CNc2ccc(Br)cc2)c(C(=O)O)c1OC	1	2.0	-2	1	0	1	-0.1	-5	-2.4	-9
O=C(NNC(=O)c1csc(-c2ccccc2)n1)c1ccccc1	-1	1.5	·	1	4	10	0.0	-5	-0.4	-2
NC(=O)c1csc(CCNC(=O)c2ccccc2)n1	8	-0.2	·	-2	-1	5	0.0	0	-0.7	-2
Cn1c(CC(=O)NCCO)c(Sc2ccccc2)c2ccccc21	0	-0.2	-9	0	-1	-8	-0.7	-2	-0.4	-3
CCCS(=O)(=O)N1CCN(Cc2ccncc2)CC1	-1	1.2	-7	-3	5	-1	0.7	-1	-2.3	-1
Cc1cc(NC(=O)CSc2nc3cc(Cl)ccc3o2)no1	0	-2.0	-8	-1	5	2	-0.1	2	-2.3	1
CCOc1ccc(C(CC(=O)O)NC(=O)C23CC4CC(CC(C4)C2)C3)cc1OC (centres undefined)	-1	0.1	-1	-1	-6	8	-0.4	-4	-0.7	-2
CC(Sc1nccn1C)C(=O)Nc1ccc(C(N)=O)cc1 (centres undefined)	1	0.8	-7	-1	1	-13	0.3	-6	0.4	-2
CCc1ccc(NC(=O)[C@H](C)NC(=O)C2CCN(C(=O)[C@@H](N)CC(C)C)CC2)cc1	1	0.0	-1	0	0	-6	0.0	-7	-7.3	2
COc1ccccc1CN1CCNC(=O)C1CC(=O)NCCCn1cccn1 (centres undefined)	0	-0.4	3	0	-1	-7	-1.6	2	-2.2	-8
Cc1cccc(NS(=O)(=O)c2cc(C(=O)NCc3ccccn3)ccc2C)c1	1	-1.1	-5	4	-1	9	-0.5	-1	0.2	-5
Cc1ccc(S(=O)(=O)NC(C(=O)N2CCOCCOCCOCCOCC2)C(C)C)cc1 (centres undefined)	5	0.9	-4	-1	2	15	4.0	0	-1.0	-1
COc1ccccc1-c1nnc(SCC(=O)N2CCOCC2)o1	-1	-0.1	-8	1	1	-5	0.0	2	0.6	-2
O=C(C1CCCCC1)N1CCC(n2nnc3ccccc32)CC1	-5	1.0	-8	-2	2	3	-0.4	0	0.1	0
C/C(=N/NC(=O)c1ccncc1)c1ccc2c(c1)OCO2	-5	2.2	-4	3	3	1	0.2	-7	-0.4	-1
O=C(c1ccc(CNS(=O)(=O)c2cccc(Cl)c2)cc1)N1CCCCC1	-1	-0.3	-10	-1	0	16	-0.1	-11	0.2	0
CCOC(=O)N1CCC(N2Cc3cccc(C(=O)Nc4ccc(OCC)cc4)c3C2=O)CC1	12	-0.1	-14	-1	-3	6	-0.1	-1	3.2	2
COc1ccc(/C=N/N2CCOCC2)cc1OCc1ccccc1	-3	2.5	-11	0	-1	13	0.3	-4	1.1	-3
O=[N+]([O-])c1ccc2[nH]c(=S)[nH]c2c1	-18	2.9	1	-1	-2	-14	-0.3	-11	-0.2	2
COc1ccc(OC)c(N/C(=N/c2nc(C)cc(C)n2)NC(C)=O)c1	1	0.6	3	4	0	11	-0.2	-1	0.0	5
(more compounds)
SMILES	SUMO1 PPI mod	MsrA inhibitor	Scp-1 inhibitor	STEP inh	DNMT1 block	NRP1-CendR mod	Tb MetRS inh	eLon inh	LMPTP inh	MsrA act
Clc1cccc(CSc2nnc([C@@H]3CCCN3)o2)c1	0	-0.8	0	-2	-4	2	-1.2	-5	-0.9	-8
NS(=O)(=O)c1ccc(CCNC(=O)COC(=O)/C=C/c2ccc(Cl)cc2)cc1	1	0.5	-11	-1	-1	-8	0.7	1	-0.9	-3
Cc1ccc(C2C(C#N)=C(N)OC3=C2C(=O)CCC3)s1 (centres undefined)	1	-0.1	-6	1	1	-1	1.0	-6	1.9	1
COC(=O)c1cc(CSc2nnc(-c3ccccc3)c(-c3ccccc3)n2)oc1C	2	1.4	-9	4	-4	-7	0.3	-4	1.8	-1
CC[C@]12c3[nH]c4ccccc4c3CCN1C(=O)C(CC(=O)NCCCn1ccnc1)C[C@@H]2C(=O)N1CCN(C(=O)C2CC2)CC1 (some centres undefined)	0	0.6	-2	-1	1	-13	-1.4	1	-7.3	-11
CC(C)(C)c1nc2ccccc2[nH]1	0	-1.0	-4	-1	-5	9	0.2	2	2.0	-3
CCOC(=O)c1sc(N)c(C#N)c1COC(=O)C1=COCCO1	5	1.7	0	-3	-5	-59	-0.3	-17	-1.5	-4
CCCCCCCCCCCCOC1OC(CO)C(O)C(O)C1NC(C)=O (centres undefined)	-1	0.5	-12	-2	1	-4	-0.3	-7	-0.7	-3
Cc1ccccc1C(=O)Nc1ccc(-c2nnc(SC(C)C(=O)O)n2C)cc1 (centres undefined)	4	-0.7	-8	-2	0	-13	-0.6	-1	-0.9	5
COc1cc(OC)c(NC(C)C(=O)NCc2ccccc2)cc1Cl (centres undefined)	0	0.7	-7	-4	-5	-9	-0.1	-5	-0.2	-3
S=c1[nH]nc(-c2cccnc2)n1/N=C/C(Cl)=C\c1ccccc1	1	2.2	-8	2	8	-4	-0.5	-2	-2.4	1
COc1cccc(Oc2ccc(C(F)(F)F)cc2NC(=O)CN2C(=O)NC3(CCCC3)C2=O)c1	23	-0.5	-5	3	40	-3	-0.2	-8	0.3	3
Cc1c(Cl)cccc1NC(=O)CN1CCC(C(O)(c2ccccc2)c2ccccc2)CC1	-1	0.4	-2	-4	-7	3	-0.7	-5	0.7	-1
Cc1ccccc1CNc1ccc(C(CC(N)=O)NC(=O)c2ccccc2)cc1[N+](=O)[O-] (centres undefined)	-19	-0.9	-8	4	2	-40	-0.1	-31	2.0	3
OC(CN1CCCCC1)CN1CCCCC1	-1	1.6	-5	0	0	-3	-1.5	2	-0.6	-4
COc1ccc(CNC(=O)c2ccccc2SC)cc1	18	-0.7	-4	3	2	-20	-0.8	-9	-2.2	-4
COC(=O)C[C@H](NC(=O)Cn1cnc2c(SC)nc(N)nc21)C(=O)OC	0	-0.1	4	1	3	-2	-0.2	-2	-0.6	-11
COc1ccccc1NC(=O)CN1C(=O)COc2ccc(S(=O)(=O)N3CCCCCC3)cc21	-6	-0.6	-6	-1	-2	-10	0.1	-9	1.2	1
CCCC(=O)Nc1ccc(Cl)c(NC(=S)NC(=O)C(C)C)c1	0	-0.8	3	2	-1	14	-0.7	0	-0.4	0
CC(C(=O)Nc1ccc(F)c(F)c1F)N(C)CCOc1ccccc1 (centres undefined)	-3	-0.4	4	3	1	20	0.1	-1	-5.2	-3
CC(C)(C)NC(=O)CN(C(=O)CCC(=O)Nc1nccs1)c1ccc2c(c1)OCCO2	1	-0.4	1	0	1	-1	-0.5	-8	-1.3	-2
COc1ccc(S(=O)(=O)N(C)c2ccc(C(=O)NCc3ccccn3)cc2)cc1OC	1	-0.1	-2	-3	1	-7	-0.2	-1	-2.4	-6
CC(C)C(OC(=O)c1cccs1)C(=O)NCc1ccccc1 (centres undefined)	2	-2.0	-5	-2	0	-1	-1.4	-5	0.3	-5
COc1ccccc1N(C)c1cc2c(c3c1ccn3C)C1CCC2C1 (centres undefined)	-1	-0.3	·	4	15	8	1.0	-9	3.2	-3
O=C(c1ccc(Cl)c(S(=O)(=O)N2CCCCC2)c1)N1CCCCCC1	2	0.4	-10	2	0	7	-0.1	-3	-1.2	0
Cc1cccc(C)c1NC(=O)CNC(=O)C(C)N1CCCCC1 (centres undefined)	5	-0.4	-2	-2	3	-1	-0.4	0	-1.4	-14
COc1ccc(/C=N/NC(=O)c2ccco2)cc1Cn1nc(C)cc1C	-10	1.5	-4	-3	-8	-27	-0.2	-16	-1.0	-4

From PubChem BioAssay
